# Assay outcomes as filed in PubChem.
# RAD52 inh – RAD52 DNA annealing inhibitors, primary screen, biochemical, FRET, single point, set 2. inhibition, % at 18.7 µM. 360,000 compounds, 0.46% hits. recombinant RAD52 DNA annealing, FRET fluorescence;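 active = every replicate showing at least 50% inhibition; inconclusive = mean inhibition at least 50% but not in every replicate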
# Xi reactivation – activators of inactive X chromosome reactivation, primary screen, imaging, XiGFP fibroblasts, GFP high-content imaging, set 2; XiGFP mouse fibroblasts, % GFP-positive cells imaging, 3 d; cells co-treated with 5-aza-dC sensitizer; scaled so ellipticine positive control = 100%; activation, % at 7.58 µM; 360,000 compounds, 0.055% hits; AID 743238, 2013;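 active = mean normalized replicate activation at least 10% and every replicate at or above 10%; inconclusive = only one of the two criteria met; inactive = mean below 10% and not all replicates reach 10%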;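 note: 0% = median of on-plate neutral control wells and 100% = ellipticine 6 µM median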
#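 Material: SV40-immortalized XiGFP fibroblast cells, line 68-5-11 | Buffer or medium: DMEM containing 5-aza-dC | Dosing: One concentration, pinned | Times: 3 d treatment, 15 min room-temperature fixation | Controls: Ellipticine 6 µM positive control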
# ERAP1 inh – human ERAP1 aminopeptidase inhibitors, primary screen, biochemical, single point, plate reader. inhibition, % at 10.7 µM. Endoplasmic reticulum aminopeptidase 1 (Homo sapiens), Q9NZ08. 340,000 compounds, 0.15% hits. recombinant ERAP1, Leu-AMC fluorescence, 60 min;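 active = mean replicate inhibition of at least 30%, or all replicates individually reaching that 30% level; inactive = mean below 30% and not every replicate reaching it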;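 note: 0% = neutral control wells and 100% = L-leucinethiol positive control wells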
# RAD54 inh – inhibitors of human RAD54 branch migration, primary screen, biochemical, fluorescence, single point; DNA repair and recombination protein RAD54-like (Homo sapiens), Q92698; RAD54 Holliday junction branch migration, FAM/BHQ fluorescence; inhibition, % at 10.4 µM; 360,000 compounds, 0.14% hits;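 active = mean normalized replicate activity at least 40 and at least half of replicates scoring 40 or more; inconclusive = only one of the two criteria met; inactive = mean below 40 and under half of replicates reaching 40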;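 note: 0% = median of neutral control wells and 100% = median of positive control wells; inhibitors cause a drop in the FAM fluorescence signal; in these data hits start at about 50%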
# ERp5 block – inhibitors of ERp5-driven insulin aggregation, primary screen, biochemical, turbidity, absorbance 650 nm, single point; 350,000 compounds, 0.05% hits; Protein disulfide-isomerase A6 (Homo sapiens), Q15084; 90 min; inhibition, % at 9.99 µM; AID 651711, 2012;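 active = mean replicate inhibition above about 25%, with every replicate also reaching it, limit read from the data, passing the limit was not always enough; inconclusive = only one of those two criteria met; inactive = neither criterion met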
# Target sequence (Q15084 whole entry, looked up): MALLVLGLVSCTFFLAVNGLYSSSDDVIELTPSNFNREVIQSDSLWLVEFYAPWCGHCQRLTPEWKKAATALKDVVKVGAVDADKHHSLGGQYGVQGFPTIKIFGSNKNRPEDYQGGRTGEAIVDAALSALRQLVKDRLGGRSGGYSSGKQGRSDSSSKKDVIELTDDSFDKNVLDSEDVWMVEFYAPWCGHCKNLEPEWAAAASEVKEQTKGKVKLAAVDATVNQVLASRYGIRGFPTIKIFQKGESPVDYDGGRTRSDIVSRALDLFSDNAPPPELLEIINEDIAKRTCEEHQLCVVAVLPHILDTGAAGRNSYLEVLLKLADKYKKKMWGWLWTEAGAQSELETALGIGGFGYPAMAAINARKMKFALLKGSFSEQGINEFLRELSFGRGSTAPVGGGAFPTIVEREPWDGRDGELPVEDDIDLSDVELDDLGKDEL
# S100A4 MyoIIA – inhibitors of S100A4-myosin IIA peptide binding, primary screen, biochemical, fluorescence polarization, TAMRA-MyoIIA peptide; Protein S100-A4 (Homo sapiens), P26447; inhibition, % at 10.7 µM; 360,000 compounds, 0.14% hits;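 active = mean inhibition of at least 70% across replicates, with every replicate also reaching that level; inconclusive = mean inhibition reaches 70% but some replicates fall short; inactive = mean inhibition below 70%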
#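 Material: human S100A4 monomer with TAMRA-labelled myosin IIA peptide; buffer or medium: HEPES pH 7.2 with CaCl2, KCl, NaCl, DTT, Triton; compound dosing: one concentration per compound; schedule: 5 min incubation before reading; benchmarks: neutral control DMSO, positive control TFP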
# esBAF inh – Bmi1 luciferase reporter increase in mESCs, primary screen, esBAF inhibitor project, mouse ES cells, Bmi1 luciferase knock-in, single point; 24 h; 100% = twice the neutral-well signal; reporter increase, % at 12.5 µM; 350,000 compounds, 2% hits; AID 602393, 2012; in the data active = activation above about 40%; inconclusive = no clear call, values can overlap the other calls;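 note: 0% = median of the plate's neutral control wells and 100% = double that signal; a rise in the Bmi1 reporter signal indicates esBAF inhibition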
# E-selectin induc – E-selectin induction in HUVECs, primary screen, imaging, HUVEC, immunofluorescence imaging, single point. P16581. normalized: neutral wells 0, TNF-alpha wells 100. activation, % at 7.58 µM. 260,000 compounds, 0.37% hits. AID 686992, 2013;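 active = mean E-selectin-positive cell signal at least 10% of the positive control, reached in at least 60% of replicates, without over 20% cell loss; inconclusive = no rule given, readout overlaps actives, possibly toxicity-flagged; inactive = the rest, including those meeting only one limit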;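 note: in these data hits start at about 27%; measured in HUVEC primary endothelial cells; signal is the percent of cells scored E-selectin positive by PE staining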
# Target sequence (P16581 whole entry, looked up): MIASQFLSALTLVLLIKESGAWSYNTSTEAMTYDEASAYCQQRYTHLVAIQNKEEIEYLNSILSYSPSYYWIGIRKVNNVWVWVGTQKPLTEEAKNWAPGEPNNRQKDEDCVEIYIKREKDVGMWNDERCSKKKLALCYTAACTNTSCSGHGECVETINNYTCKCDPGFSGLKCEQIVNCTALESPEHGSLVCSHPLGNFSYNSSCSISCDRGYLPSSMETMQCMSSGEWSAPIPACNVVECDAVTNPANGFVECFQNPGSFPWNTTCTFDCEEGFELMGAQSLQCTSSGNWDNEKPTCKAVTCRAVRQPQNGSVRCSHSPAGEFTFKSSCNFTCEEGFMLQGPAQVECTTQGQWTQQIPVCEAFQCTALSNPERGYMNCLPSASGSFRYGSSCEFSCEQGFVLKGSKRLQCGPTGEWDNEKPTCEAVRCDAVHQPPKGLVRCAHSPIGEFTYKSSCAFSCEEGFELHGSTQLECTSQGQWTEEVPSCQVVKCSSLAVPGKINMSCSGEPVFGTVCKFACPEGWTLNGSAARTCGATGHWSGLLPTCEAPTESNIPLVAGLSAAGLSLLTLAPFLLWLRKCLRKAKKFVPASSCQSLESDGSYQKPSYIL
#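 Test system – human umbilical vein endothelial cells (HUVEC), E-selectin induction · Input – 3,000 HUVEC seeded per well · Buffer or medium – EGM-2, gelatin · Compound dosing – single-point compound dose · Detection – immunofluorescence imaging · Measure – percent E-selectin-positive cells · Controls – TNF-alpha high, DMSO low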
# * = called active by the depositor; ? = inconclusive; . = not tested or not shown; & = joins results of further samples. Outcome played no part in choosing rows. Share with any hit: about 2.5%.
SMILES,RAD52 inh,Xi reactivation,ERAP1 inh,RAD54 inh,ERp5 block,S100A4 MyoIIA,esBAF inh,E-selectin induc
CC(C)(C)C(=O)Nc1ccc2c(c1)OCCOCCOc1cc(NC(=O)C(C)(C)C)ccc1OCCOCCO2,-2.4,0.0,0.8,.,4.4,4.4,-4.3,.
NS(=O)(=O)c1ccc(N2CCN(CCOc3ccc(Cl)cc3)CC2)nc1,-20.0,0.1,-0.4,-5.0,2.7,-5.2,0.8,.
Cc1ccccc1S(=O)(=O)NCC1CCCO1 (configuration not stated),-4.4,0.4,1.2,-12.9,-0.8,-0.6,-9.1,.
NC(=O)[C@H]1[C@@H]2C(=O)O[C@@H](c3ccccc3)[C@@H](c3ccccc3)N2[C@@H](c2ccc(OCCO)cc2)[C@]12C(=O)Nc1ccc(C#CC3(O)CCCCCC3)cc12,-17.7,.,2.2,-2.7,-12.4,10.6,.,.
CC(C)(C)c1ccc(C(=O)NCCCNC(=O)c2ccccn2)cc1,-7.4,0.2,3.9,-0.1,-0.5,-1.7,-5.8,-0.1
COc1cc(S(=O)(=O)Nc2ccc(C(=O)NCC(=O)O)cc2)ccc1NC(C)=O,-18.7,0.0,-0.3,-7.0,4.6,-1.0,.,1.2
CCN(CC)Cc1cc(O)c(CN(CC)CC)cc1O,-72.6,-0.2,2.8,.,0.8,11.5,.,.
C[C@H](CO)N1C[C@H](C)[C@H](CN(C)C(=O)c2ccc3ccn(C)c3c2)OCc2cnnn2CCCC1=O,-12.8&3.0,0.2&0.3,-4.0,6.4&3.3,-8.4&-8.0,1.7&-2.2,0.6&-0.7,-0.5
OC(CNCc1ccccc1)COCc1ccc(Cl)cc1 (configuration not stated),-10.9,0.0,-2.1,4.8,-0.2,-2.2,2.8,.
CN(C)CCCNC(=O)c1cc(C(=O)Cc2ccc(Cl)cc2)c[nH]1,-3.6,-0.1,-9.8,-0.7,5.0,-2.5,-0.5,.
COc1cc(Nc2ccccn2)cc(C(=O)Nc2cccc(C(F)(F)F)c2)c1,-12.8,0.2&0.0,-1.6,7.3&-13.2,2.0,-13.5,-1.2&5.4,0.2&0.3
Cc1cnc(CNC(=O)c2ccc3oc(Cc4ccc(Cl)cc4)nc3c2)cn1,-4.1,0.4,1.2,-9.7,-2.8,9.1,10.7,.
C/C=C/c1ccccc1[C@H]1[C@@H](C#N)N(c2ncc(CC)s2)[C@@H]1CO,64.6*,0.0,4.9,.,-1.1,2.4,.,-0.1
C=CCn1ccc2c([N+](=O)[O-])cccc2c1=O,-8.8,0.4,7.9,.,2.1,-12.9,.,2.8
CC(CCc1ccccc1)NC(=O)c1cncc(Br)c1 (configuration not stated),-14.0,.,3.1,-7.6,3.5,-1.9,-6.5,.
CCOc1ccc(N(CC(=O)NC2CCCCC2)C(=O)CCCC(=O)Nc2ccccn2)cc1,-3.9,0.2,-3.3,1.2,-6.6,-3.9,3.5,0.0
Cc1cccc(OCc2nc(-c3cccnc3)no2)c1,-14.0,0.3,3.2,-3.4,5.5,0.6,38.0,.
Cc1c(CCOC(=O)CC23CC4CC(CC(C)(C4)C2)C3)sc[n+]1Cc1ccc([N+](=O)[O-])cc1,57.8*,-0.1,13.2,6.8,-2.8,11.1&-2.9,-8.1&0.1,-0.4
O=[N+]([O-])c1ccccc1Nc1ccccc1[N+](=O)[O-],2.7,0.0,-4.0,-12.0,3.9,-1.6,-6.7,0.0
C=CCc1cc(C)ccc1OCC(O)CN1CCN(c2ccccc2)CC1 (configuration not stated),-16.0,.,-0.2,-11.1,?,-13.2,-5.6,.
CCC(Cc1ccccc1)NS(=O)(=O)c1c(C)nc2scc(C)n2c1=O (configuration not stated),-10.7,0.0,0.9,0.3,0.1,-5.5,-0.2,2.3
O=C(NCCc1c[nH]c2ccccc12)OC1CC2CC1[C@H]1CCCCN1C2=O (some centres not stated),-4.5,0.3,-0.7,.,1.4,-1.6,.,.
Cc1csc(NC(=O)C(C)Oc2ccc(Cl)cc2C)n1 (configuration not stated),-10.7,-0.1,0.3,-8.2,2.7,-11.3,21.9,-0.3
Cc1ccccc1Cn1c(CN2CCN(C(=O)c3ccco3)CC2)nc2c1c(=O)n(C)c(=O)n2C,1.4,-0.1,3.9,-4.5,0.2,-3.3,1.5,3.9
Cc1ccccc1N(Cc1cc(=O)[nH]c2ccccc12)C(=O)CCl,-16.1,-0.1,-0.2,-15.4,7.9,-1.5,0.1,-0.2
Cc1noc(C)c1NC(=O)N(C)C[C@H]1OCCCC[C@@H](C)Oc2ccc(NC(=O)c3ccccc3)cc2C(=O)N([C@H](C)CO)C[C@@H]1C,-12.3&-0.4,0.0&0.3,0.8&0.9,-21.3&-0.7,3.7&-1.5,-6.5&-0.5,-4.2&0.2,0.7&0.1
Cc1cccc(Nc2nc(N)c([N+](=O)[O-])c(N3CC(C)OC(C)C3)n2)c1 (configuration not stated),3.2,0.0,-0.5,3.8,0.8,-1.8,4.6,?
CCC(=O)N(NC1=NS(=O)(=O)c2ccccc21)S(=O)(=O)c1ccc(C)cc1,-3.9,0.4,-2.1,.,-0.9,0.7,.,2.0
OCC1(CCOc2ccccc2)CCN(Cc2ccccc2C(F)(F)F)CC1,-12.5,0.1,-2.3,-1.6,4.3,-2.0,-3.5,.
COc1ccc(Nc2nc(N)nc(CSC(=S)N3CCOCC3)n2)cc1,-26.9,0.1,-0.5,-2.3,7.5,-2.9,48.6*,.

# Single records, as listed above. Order of screens: RAD52 inh	Xi reactivation	ERAP1 inh	RAD54 inh	ERp5 block	S100A4 MyoIIA	esBAF inh	E-selectin induc
# Cc1cccc(OCc2nc(-c3cccnc3)no2)c1 is listed with -14.0	0.3	3.2	-3.4	5.5	0.6	38.0	.
# CC(C)(C)c1ccc(C(=O)NCCCNC(=O)c2ccccn2)cc1 is listed with -7.4	0.2	3.9	-0.1	-0.5	-1.7	-5.8	-0.1
# CC(C)(C)C(=O)Nc1ccc2c(c1)OCCOCCOc1cc(NC(=O)C(C)(C)C)ccc1OCCOCCO2 is listed with -2.4	0.0	0.8	.	4.4	4.4	-4.3	.

# Looked up above:
# CCOc1ccc(N(CC(=O)NC2CCCCC2)C(=O)CCCC(=O)Nc2ccccn2)cc1 @ RAD54 inh = 1.2
# Cc1cccc(Nc2nc(N)c([N+](=O)[O-])c(N3CC(C)OC(C)C3)n2)c1 (configuration not stated) @ ERAP1 inh = -0.5
# CCC(=O)N(NC1=NS(=O)(=O)c2ccccc21)S(=O)(=O)c1ccc(C)cc1 @ Xi reactivation = 0.4
# Cc1cccc(OCc2nc(-c3cccnc3)no2)c1 @ RAD52 inh = -14.0

# (cont.)
SMILES,RAD52 inh,Xi reactivation,ERAP1 inh,RAD54 inh,ERp5 block,S100A4 MyoIIA,esBAF inh,E-selectin induc
COc1cc2nnn(-c3ccncc3)c2cc1OC,-0.6,0.1,0.4,-0.4,1.1,-2.1,5.2,.
O=C(CN(Cc1ccccc1)S(=O)(=O)c1ccc2c(c1)OCCO2)N/N=C/c1cccc(Br)c1,-9.0,0.0,2.1,.,3.8,-4.3,.,-1.2
CCOC(=O)CCn1c(=S)n(CCC(=O)OCC)c2ccccc21,-8.5,-0.2,-1.5,.,-3.5,-0.2,.,.
O=C(OCc1nc2ccccc2s1)c1ccco1,6.9,0.0,-0.3,-3.5,-1.1,-0.1,34.8,-0.7
CO[C@H]1CN(C)C(=O)c2ccc(NC(=O)c3ccccc3)cc2OC[C@H](C)NC[C@H]1C,10.7,-0.2,-2.8,-0.5,0.3,12.7,-0.6,0.0
COc1ccc(S(=O)(=O)N(C)C[C@H]2OCCCC[C@H](C)Oc3ccc(NC(=O)NC(C)C)cc3C(=O)N([C@@H](C)CO)C[C@H]2C)cc1,25.8,0.1,-2.1,6.5,0.1,4.5,0.0,-0.1
Cn1cnnc1-c1cccc(NS(=O)(=O)c2ccc(N3CCCC3=O)cc2)c1,-3.0,.,-2.4,-11.1,0.5,-18.2,-0.4,.
COc1ccc(CN2CCSCC2)c(OC)c1C,-3.5,0.1,0.3,-0.4,0.0,4.9,0.2,.
Cc1cc(/C(N)=N/OC(=O)Nc2cccc(C(F)(F)F)c2)no1,-20.2,0.1,.,4.0,5.1,-4.0,.,66.8*
C[C@H]1O[C@H](C2CCCC2)CC2=C1C(=O)OC(C)(C)O2,0.6,-0.1,-1.0,.,4.7,-1.9,.,4.9
C[C@@H]1CN([C@H](C)CO)C(=O)c2cc(NC(=O)Cc3cn(C)c4ccccc34)ccc2O[C@@H]1CN(C)C(=O)Nc1ccccc1,-10.6,0.0,-1.2,8.9,-4.4,6.9,-3.3,-0.1
O=C1NC[C@@H](CCCCN2C[C@H](Cc3ccc(O)cc3)N(CC3CCCCC3)C(=O)C2=O)N(CCC2CCCCC2)C1=O,-18.5,0.4,-1.9,.,5.1,-2.6,.,.
Cc1cccc(C(=O)OCC(=O)NC(=O)NCc2ccccc2)c1,-15.5,0.0,-3.7,-8.1,1.1,-1.9,3.1,-0.1
CCCCN1C(=O)C(CC(=O)NCCCN(C)C)CC(C(=O)N(C)C)=C1C (configuration not stated),-8.6,-0.1,.,-8.2,-1.8,0.0,-4.7,-1.9
COC(=O)c1ccc(CN2CCN(CC(C)C)C(CCO)C2)cc1 (configuration not stated),-9.7,0.1,2.5,-0.6,-1.1,1.9,-4.2,4.1
COc1ccccc1NC(=O)N1C[C@H](O)COC[C@@H]2O[C@H](CC(=O)NCCc3ccccc3)CC[C@H]21,15.1,0.2,-2.0,0.1,-15.4,-4.2,1.4,-0.1
CCOC(=O)C1=C(C)N=c2s/c(=C\c3cccc(OCC(=O)O)c3)c(=O)n2C1c1ccccc1OC (configuration not stated),-40.6,0.2,3.0,-18.2,1.8,-0.6,-7.4,.
CC(=O)Nc1cccc(NC(=O)c2ccc3c(c2)CCN3S(=O)(=O)c2ccccc2)c1,-14.1,0.0,-0.1,-3.2,1.8,-3.2,8.2,.

# Sorted by number of heavy atoms (ascending): three of the compounds above
SMILES,RAD52 inh,Xi reactivation,ERAP1 inh,RAD54 inh,ERp5 block,S100A4 MyoIIA,esBAF inh,E-selectin induc
COc1cc2nnn(-c3ccncc3)c2cc1OC,-0.6,0.1,0.4,-0.4,1.1,-2.1,5.2,.
CCOC(=O)CCn1c(=S)n(CCC(=O)OCC)c2ccccc21,-8.5,-0.2,-1.5,.,-3.5,-0.2,.,.
CC(=O)Nc1cccc(NC(=O)c2ccc3c(c2)CCN3S(=O)(=O)c2ccccc2)c1,-14.1,0.0,-0.1,-3.2,1.8,-3.2,8.2,.
